# SMARCA2 act: SMARCA2 function activation, primary screen. MG213 cells, MMTV-luciferase reporter, dexamethasone, overnight. activation, % at 9.1 µM. 1% of 370,000 active; in the data active = activation above about 7.8%;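 note: 0% = vehicle wells and 100% = reference activator wells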
# hcDAF-12 act: activators of H. contortus DAF-12 nuclear receptor; HEK293 hcDAF-12 lit1-tk-luc reporter, luminescence; 0% DMSO, 100% Δ7-dafachronic acid; activation, % at 6.8 µM; 1.4% of 370,000 active;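 active = activation above the mean of all tested compounds plus 3 SD, cut at about 5.5% in these data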;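 note: 100% = response to 3 µM Δ7-dafachronic acid high control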
# proKLK7 act: activators of human kallikrein-7 zymogen; P49862; purified proKLK7, EDANS-DABCYL substrate fluorescence; 100% is mature enzyme control, 0% vehicle; activation, % at 7 µM; 0.9% of 370,000 active;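 active = activation above the mean of all tested compounds plus 3 SD, computed per campaign excluding outliers beyond control limits, cut at about 13% in these data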
# ssDAF12 agonist: activators of S. stercoralis DAF-12 nuclear receptor. HEK293 ssDAF-12/GRIP1 lit1-tk-luc reporter, luminescence; % of 3 µM dafachronic acid response. activation, % at 6.8 µM. 1% of 370,000 active;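 active = activation above the mean over all tested compounds plus 3 SD, cut at about 0.9% in these data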;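 note: 0% = DMSO-only wells and 100% = 3 µM delta7-dafachronic acid wells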
# HGIII-sPLA2 inh: Inhibits HGIII-sPLA2 liposome hydrolysis, primary screen; QFRET BODIPY PC-A2 liposome hydrolysis, fluorescence; inhibition, % at 12.2 µM; 0.56% of 370,000 active;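 active = inhibition above mean plus 3 SD of compounds lying within the high and low control bounds, cut at about 19% in these data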;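 note: 0% = median of test compound wells and 100% = no enzyme DMSO wells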
# NPR2 activator: GC-B (human) receptor activation; P20594; HEK293-GC-B cells, CNP EC30, cGMP TR-FRET; 0% at EC30 CNP, 100% saturating CNP; activation, % at 10 µM; 0.11% of 370,000 active; AID 1920062;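 active = activation at 10 µM reaching about 35% in either raw or pattern-adjusted values, limit read from the data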
# FXN GAA850 act: increases GAA850 frataxin promoter reporter activity. HEK293 lucGAA850 FXN promoter luciferase reporter, 24 h; percent of 10 µM SAHA response. activation, % at 6 µM. 0.56% of 360,000 active. AID 540364;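 active = activation above the average of all compounds screened plus 3 SD, cutoff fixed separately per campaign, cut at about 7.5% in these data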;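 note: 0% = DMSO wells and 100% = 10 µM SAHA wells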
# NPR1 activator: GC-A (human) enzyme activation; HEK293 GC-A cells, cGMP TR-FRET, EC30 ANP; 0% at EC30 ANP, 100% saturating ANP; 0.14% of 370,000 active; activation, % at 10 µM; P16066; in the data active = activation above about 40%
# Target sequence (P16066 whole entry, looked up): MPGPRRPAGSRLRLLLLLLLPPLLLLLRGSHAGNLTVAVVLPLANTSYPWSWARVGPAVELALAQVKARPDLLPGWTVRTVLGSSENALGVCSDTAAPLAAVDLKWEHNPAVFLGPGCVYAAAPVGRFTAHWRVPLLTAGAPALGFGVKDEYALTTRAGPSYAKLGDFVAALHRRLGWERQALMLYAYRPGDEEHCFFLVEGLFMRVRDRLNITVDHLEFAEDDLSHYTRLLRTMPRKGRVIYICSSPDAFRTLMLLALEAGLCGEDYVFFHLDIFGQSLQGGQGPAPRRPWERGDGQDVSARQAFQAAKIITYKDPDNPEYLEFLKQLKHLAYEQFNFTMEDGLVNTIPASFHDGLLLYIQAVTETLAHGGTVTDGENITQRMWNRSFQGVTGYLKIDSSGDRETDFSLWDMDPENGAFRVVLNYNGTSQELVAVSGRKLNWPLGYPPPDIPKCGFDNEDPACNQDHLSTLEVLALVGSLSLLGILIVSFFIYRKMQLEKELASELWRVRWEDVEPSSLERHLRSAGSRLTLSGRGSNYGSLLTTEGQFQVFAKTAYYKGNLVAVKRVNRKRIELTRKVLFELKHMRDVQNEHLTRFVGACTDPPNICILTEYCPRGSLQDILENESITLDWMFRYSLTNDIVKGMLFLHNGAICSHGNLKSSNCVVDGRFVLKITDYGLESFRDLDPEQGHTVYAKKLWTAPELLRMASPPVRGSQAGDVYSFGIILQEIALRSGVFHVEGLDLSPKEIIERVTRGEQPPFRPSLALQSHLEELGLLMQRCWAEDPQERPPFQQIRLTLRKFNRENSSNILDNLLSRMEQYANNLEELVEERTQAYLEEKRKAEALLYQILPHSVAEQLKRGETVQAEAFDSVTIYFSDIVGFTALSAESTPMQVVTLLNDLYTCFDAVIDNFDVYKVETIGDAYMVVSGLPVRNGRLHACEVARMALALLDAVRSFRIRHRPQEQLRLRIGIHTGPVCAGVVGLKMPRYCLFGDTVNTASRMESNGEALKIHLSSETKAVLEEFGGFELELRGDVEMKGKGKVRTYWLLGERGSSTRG
# hgDAF12 agonist: hgDAF-12 agonism, primary luciferase screen; HEK293 GAL4-hgDAF12 UAS-luciferase reporter, agonist luminescence; normalized to butyrate control; activation, % at 6.8 µM; 1.8% of 370,000 active; AID 687014;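 active = activation above a cutoff set at the mean of all screened compounds plus 3 SD, cut at about 10% in these data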;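 note: 0% = DMSO wells and 100% = sodium butyrate wells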
# DAX1 inh-1: DAX1 (NR0B1) inhibition, primary screen; HEK293T StAR-luciferase reporter, SF-1/DAX-1 repression relief; inhibition, % at 6.8 µM; 1.1% of 370,000 active; AID 652010;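 active = inhibition above the mean over all tested compounds plus 3 SD, cut at about 3.6% in these data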;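 note: 0% = DAX-1 cells with DMSO and 100% = cells lacking DAX-1 with DMSO; higher inhibition means more luminescence from relief of DAX-1 repression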
# DAX1 inh-2: inhibitors of human orphan nuclear receptor DAX1 (NR0B1). inhibition, % at 6.75 µM. AID 504766. P51843. HEK293 Gal4-DAX1 luciferase reporter, luminescence. 0.99% of 340,000 active;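 active = inhibition above the mean over all tested compounds plus 3 SD, cut at about 4.2% in these data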;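 note: 0% = DAX1-transfected cells with DMSO and 100% = empty-vector control cells with DMSO; inhibition shows as a rise in luminescence from relieved DAX1 repression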
# * = called active by the depositor; x = no result given; & = joins results of further samples.
SMILES,SMARCA2 act,hcDAF-12 act,proKLK7 act,ssDAF12 agonist,HGIII-sPLA2 inh,NPR2 activator,FXN GAA850 act,NPR1 activator,hgDAF12 agonist,DAX1 inh-1,DAX1 inh-2
O=[N+]([O-])c1cc(Cl)ccc1N1CCOCC1,-5,0.0,-0.5,-1.6,3,0,1.1,5,1.2,-0.3,2.8
CC(=O)[C@@H]1[C@@H](C(=O)c2ccc(F)cc2)[C@]2(C(=O)Nc3ccccc32)[C@H]2C=Cc3cc(F)ccc3N12,-2,3.5,-0.1,1.5*,-16,-6,0.3,-6,-0.5,-0.5,-1.5
O=C(NCCCN1CCCCC1)C1CCC(CNS(=O)(=O)c2cccc3nsnc23)CC1 (stereo not given),-2,0.7,-0.3,-0.9,5,2,0.3,0,0.6,0.8,1.1
CN1/C(=C\C(=O)C(F)F)C(C)(C)c2ccccc21,-1,-1.6,0.2,-1.3,5,4,0.7,7,-0.7,-0.2,0.2
Cc1ccccc1N1CC(C(=O)N2CC(C)CC(C)C2)CC1=O (stereo not given),-1,0.1,-0.1,-0.5,-5,-3,-0.3,3,0.9,-1.7,1.4
Cc1nc2ccc(NC(=O)c3ccc([N+](=O)[O-])cc3)cc2[nH]1,2,1.8,-0.2,-1.1,-5,-2,2.8,-1,4.3,0.9,0.8
CCn1cc(C(=O)NC(=S)Nc2cccc(O)c2)cn1,4,-0.2,-0.1,-0.1,11,-3,-0.4,4,8.0,-2.6,0.8
CCOC(=O)c1sc2nc3c(cc2c1N)COC(C)(C)C3,5,2.1,-0.6,-0.6,-1,0,4.3,9,10,2.2,2.7
C#CCOC(=O)CN1C(=O)c2cccc3cccc(c23)C1=O,2,2.3,0.7,0.9,-4,16,5.4,14,2.6,0.3,1.1
Brc1ccccc1Cn1nnc(-c2ccc(N3CCOCC3)cc2)n1,6,-2.3,0.5,-1.0,-7,-8,x,-1,6.1,-0.8,x
COc1ccc(Cl)cc1NC(=O)CN(C)C(=O)CSc1ccc2c(c1)OCCO2,-3,-0.4,0.0,-2.1,-8,-5,-1.1,-4,3.2,0.6,0.4
Cc1cc(-c2ccccc2)nc(N2CCN(c3ccccn3)CC2)n1,-2,-0.3,0.2,-1.3,-2,-9,1.8,-2,-2.0,-0.3,0.8
Cc1ccccc1CN1CCNC(=O)C1CC(=O)NCCC1=CCCCC1 (stereo not given),5,-0.4,0.1,-1.1,-4,0,2.7,0,2.6,-1.4,0.3
CC(C)CCN(C(=O)CNC(=O)c1ccco1)C(C(=O)NC1CCCCC1)c1cccnc1 (stereo not given),-1,-1.9,0.0,-0.8,3,-7,1.2,-1,0.2,-0.1,0.5
CC1=C2NC(N)=[N+](Cc3ccccc3)CC2n2c(=O)n(-c3ccccc3)c(=O)n2C1 (stereo not given),-2,-1.3,-0.2,-2.0,1,-1,x,-8,-3.0,-1.0,x
O=C(c1cccs1)N(c1ccc(Cl)cc1)C1C=CS(=O)(=O)C1 (stereo not given),4,-0.3,0.5,-0.8,4,-4,3.9,-9,4.0,-0.3,0.6
COc1ccc(CNC(=O)CSc2nccn(-c3ccc(F)c(F)c3)c2=O)cc1,0,-0.1,1.4,-1.2,0,6,2.8,2,1.2,0.4,0.1
CC(C)=CCN1CCN(Cc2cccn2-c2ccccn2)CC1CCO (stereo not given),-2,-1.3,0.5,-1.4,6,6,2.7,-7,-3.1,0.1,0.1
O=[N+]([O-])c1ccc2c(c1)Cc1cc(F)ccc1-2,-3,-0.5,-0.5,-1.4,8,-1,1.9,2,0.4,-0.8,0.9
Cc1ccc(N(CC(=O)N2CCOCC2)S(C)(=O)=O)cc1C,0,-1.4,-0.6,-1.1,0,5,0.1,2,1.7,0.7,0.1
CCc1ccc(C(=O)NCc2ccc(Cl)cc2)cc1,4,0.4,-0.2,-1.0,21*,2,2.2,9,6.2,1.1,1.7
CCNC(=S)NNC(=O)c1c(Cl)c(C)nn1C,0,0.3,-0.1,-1.1,21*,2,0.3,-1,-0.1,0.0,-0.4
COc1cc(/C=N/NC(=O)c2csc3c2CCCC3)cc(OC)c1O,-1,-0.9,-0.1,-0.6,-9,-15,0.9,-2,1.2,-0.3,-1.1
O=C1CCC(/C=C/c2ccccc2)=NN1Cc1ccccc1Cl,1,-2.0,0.3,-0.7,-4,2,0.5,1,-1.4,1.1,-0.9
CNc1nc2ccccc2n1N,-4,2.0,-0.9,-0.5,-1,-1,1.8,-3,0.0,0.0,0.7
CCn1c(/C=C2\C(=O)N(C(C)C)c3ccccc32)nc2ccccc2c1=O,-3,-1.3,0.3,-1.8,0,-6,-0.9,-17,0.1,-0.6,-1.1
CN(CCOc1ccc(CC2SC(=O)NC2=O)cc1)c1ccccn1 (stereo not given),0&-5,-0.6&0.8,-0.3&0.6,-0.4&-0.8,-21&-17,-1&-4,0.9&4.6,1&5,4.4&0.5,0.3&-0.3,0.6&0.8
CCc1ccc(-c2cc(C(=O)N3N=C(C(F)F)CC3(O)C(F)F)c3ccccc3n2)cc1 (stereo not given),2,1.3,-6.7,-0.5,-16,-4,2.8,4,0.9,0.5,0.0
O=C(CCCCC(=O)NNC(=O)COc1ccccc1)NNC(=O)COc1ccccc1,0,-1.6,-0.9,-1.3,-2,1,2.9,-2,1.3,-0.3,-0.2
Cc1cc(C)n2nc(C(=O)OCC(=O)c3ccc(F)cc3)nc2n1,3,-0.9,-0.5,-1.0,1,9,2.2,-2,1.6,2.0,1.7

# Printed as active in ssDAF12 agonist (from the list above):
structure,SMARCA2 act,hcDAF-12 act,proKLK7 act,ssDAF12 agonist,HGIII-sPLA2 inh,NPR2 activator,NPR1 activator,DAX1 inh-1,DAX1 inh-2
CC(=O)[C@@H]1[C@@H](C(=O)c2ccc(F)cc2)[C@]2(C(=O)Nc3ccccc32)[C@H]2C=Cc3cc(F)ccc3N12,-2,3.5,-0.1,1.5*,-16,-6,-6,-0.5,-1.5

# (listing goes on)
SMILES,SMARCA2 act,hcDAF-12 act,proKLK7 act,ssDAF12 agonist,HGIII-sPLA2 inh,NPR2 activator,FXN GAA850 act,NPR1 activator,hgDAF12 agonist,DAX1 inh-1,DAX1 inh-2
COc1ccc(S(=O)(=O)n2nc(-c3ccc(Cl)cc3)cc2N)cc1OC,-2,-1.3,0.2,-2.1,-18,-23,0.6,-23,-0.6,-0.1,0.2
NS(=O)(=O)c1cc(C(=O)Nc2ccc3c(c2)OCCCO3)ccc1Cl,-1,1.7,-0.7,0.3,1,-2,1.2,1,3.5,1.2,-0.5
Cc1cccc[n+]1CC(=O)Nc1ccc([N+](=O)[O-])cc1Cl,-4,-1.0,-0.3,-1.0,6,-1,-0.1,6,1.5,-1.1,-0.1
NC(=O)c1ccccc1N(Cc1ccccc1)S(=O)(=O)c1ccccc1,1,-1.4,0.2,-1.0,6,-6,-0.3,-4,0.3,0.3,0.4
COc1ccc(-c2nnn(CC(=O)NCCc3c[nH]c4ccccc34)n2)cc1OC,0,-2.1,-0.3,-1.6,-47,-1,-1.4,0,-0.5,-1.0,-0.7
COc1ccc(NC(=O)CS(=O)(=O)c2ccc(F)cc2)cc1,1,-1.1,-0.5,-2.0,9,4,0.9,3,-6.5,-0.1,0.7
O=C(CCC(=O)N1CCOc2ccccc21)NCCCN1CCN(Cc2ccccc2)CC1,-1,-0.6,-0.1,-1.7,5,3,-0.4,-5,-0.9,-0.1,-0.2
O=C(NCc1ccc(F)cc1)C(c1ccncc1)N(C(=O)c1csnn1)C1CC1 (stereo not given),0,-0.8,-0.4,-1.3,5,-4,-0.7,-4,1.0,0.1,2.6
Cc1cccc(C(=O)NCCN(C)C)c1,-1,1.1,0.4,-1.2,4,-7,-2.0,-1,0.1,-0.3,0.9
COc1ccc(-n2c(C)ccc2C)c([N+](=O)[O-])c1,-2,0.9,0.4,-0.9,-1,-3,2.1,-4,1.5,0.4,0.7
O=C(O)C(CCCCNS(=O)(=O)c1ccc(F)cc1)NS(=O)(=O)c1ccc(F)cc1 (stereo not given),-1&-1,0.6&2.7,0.0&0.0,-0.8&-1.2,-5&-5,2&3,-0.2&0.0,0&4,-0.7&0.3,-0.1&-0.3,0.3&0.5
O=C(COc1ncnc2ccc(Br)cc12)Nc1ccc(N2CCOCC2)cc1,-4,-0.6,0.0,-0.4,-5,-8,-1.3,0,4.4,-1.6,0.5
CCOC(=O)c1oc2c(CN3CCCCC3C)c(O)ccc2c(=O)c1-c1ccc(OC)c(OC)c1 (stereo not given),-1,-1.7,3.1,-1.7,2,-2,1.3,4,-1.2,0.1,2.2
Cc1ccc(CNC(=O)C2c3ccccc3C(=O)N3CCc4ccccc4C23)o1 (stereo not given),-1,0.7,0.2,-0.3,-4,0,1.8,1,1.3,0.4,-0.2
O=S(=O)(NC(=NC1CCCCC1)c1ccccc1)c1ccccc1,-1,-2.0,-1.0,-1.5,6,-6,0.1,2,-0.1,-1.1,0.7
Cc1nc(Cl)c2c(n1)NC(=O)CO2,12*,-1.5,0.5,-2.0,0,4,0.4,1,-1.9,-0.1,x
C=C(C)c1nc(N)nc(N)n1,-1,0.3,0.1,-1.1,14,7,-3.0,-1,3.0,-1.1,0.0
CCN1CCN(Cc2ccc(NC(=O)c3cc(NC(=O)C(=O)c4c[nH]c5ccccc45)cc(OC)c3)cc2C(F)(F)F)CC1,10*,1.0,-2.9,-0.5,-26,-2,0.1&-0.2,-2,-0.1,0.1,-0.2&0.6
C=C(C)c1cccc(C(C)(C)NC(=O)N2CCC(C)CC2)c1,8,0.7,0.4,-0.8,-1,3,2.2,1,-0.2,-0.2,1.4
Cc1cc(C)c(S(=O)(=O)N2CCCC(C(=O)N3CCCC3)C2)c(C)c1 (stereo not given),-3,-2.1,-0.5,-1.0,8,2,0.4,0,-2.4,-1.4,-0.4
Cn1c(N)c(C(=O)CCl)c(=O)n(Cc2ccccc2)c1=O,0,-2.0,0.8,-1.3,15,5,0.2,2,-0.1,0.0,0.4
Cc1ccc(S(=O)(=O)N2CC(O)CC2C(=O)OCC(=O)Nc2ccc([N+](=O)[O-])cc2C(F)(F)F)cc1C (stereo not given),-3,0.2,0.2,-1.1,-17,-6,0.5,-8,-0.8,-3.0,1.1
CCOC(=O)N1CCN(C(=O)c2ccc3c(c2)NC(=O)C(N2CCOCC2)S3)CC1 (stereo not given),-1,-0.6,0.4,-1.3,4,-1,-0.6,3,1.1,-0.4,-0.2

# Gathered by group, the compounds so far with a furan ring, fused or not.
SMILES,SMARCA2 act,hcDAF-12 act,proKLK7 act,ssDAF12 agonist,HGIII-sPLA2 inh,NPR2 activator,FXN GAA850 act,NPR1 activator,hgDAF12 agonist,DAX1 inh-1,DAX1 inh-2
CC(C)CCN(C(=O)CNC(=O)c1ccco1)C(C(=O)NC1CCCCC1)c1cccnc1 (stereo not given),-1,-1.9,0.0,-0.8,3,-7,1.2,-1,0.2,-0.1,0.5
Cc1ccc(CNC(=O)C2c3ccccc3C(=O)N3CCc4ccccc4C23)o1 (stereo not given),-1,0.7,0.2,-0.3,-4,0,1.8,1,1.3,0.4,-0.2

# Screening results: PubChem, several laboratories

# The order is random. Share with any hit: about 6.7%.
